RAM network inh = inhibitors of the yeast RAM network, primary screen, dse1pr::URA3 reporter, 5-FOA selection; inhibition, % at 50 µM; S. cerevisiae dse1pr::URA3 reporter, 5-FOA growth OD615, 2 d; analog-sensitive cbk1-as2 kinase mutant strain; actives 1.8% (n = 190,000);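 active = inhibition above a set limit, 3 SD over mean compound inhibition, cut at about 8.4% in these data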;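 also: 0% = DMSO-only wells with no growth and 100% = 10 µM 1-NA-PP1 full growth; inhibition rescues growth on 5-FOA so higher OD means more RAM inhibition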
FLuc inhib CS = firefly luciferase enzyme inhibitors, primary screen, artefact control for luciferase-based inhibitor screens, biochemical, luminescence, ATPLite; Luciferin 4-monooxygenase (Photinus pyralis), P08659; actives 1.5% (n = 200,000); AID 1006, 2008; inhibition, % at 10 µM; 10 min;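 active = inhibition above about 50% when tested at 10 µM, limit read from the data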
Target sequence (P08659 whole entry, looked up): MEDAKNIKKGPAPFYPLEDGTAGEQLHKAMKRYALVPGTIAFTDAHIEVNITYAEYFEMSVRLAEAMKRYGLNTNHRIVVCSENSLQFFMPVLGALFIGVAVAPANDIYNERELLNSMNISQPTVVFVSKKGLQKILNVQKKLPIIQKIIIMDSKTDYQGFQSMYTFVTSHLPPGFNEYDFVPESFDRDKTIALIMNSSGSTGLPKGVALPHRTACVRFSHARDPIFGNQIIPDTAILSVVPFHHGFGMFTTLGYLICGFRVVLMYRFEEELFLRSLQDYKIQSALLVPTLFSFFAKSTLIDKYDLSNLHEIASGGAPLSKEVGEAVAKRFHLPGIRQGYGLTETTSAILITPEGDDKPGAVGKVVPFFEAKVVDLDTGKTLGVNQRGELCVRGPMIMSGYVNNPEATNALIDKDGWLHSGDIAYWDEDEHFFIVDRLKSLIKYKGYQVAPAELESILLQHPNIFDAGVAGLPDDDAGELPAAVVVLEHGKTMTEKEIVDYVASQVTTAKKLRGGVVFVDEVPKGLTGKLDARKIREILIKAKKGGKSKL
APP transl inh = inhibitors of APP translation via 5'UTR reporter, primary screen, APP 5'UTR luciferase, SH-SY5Y cells | SH-SY5Y APP 5'UTR-luciferase reporter, luminescence | inhibition, % at 2 µM | actives 0.82% (n = 190,000) | AID 1285, 2008;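 active = inhibition above a set limit, derived from the sample mean plus 3 SD, cut at about 45% in these data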; also: values of inactives mirror those of a sister screen read the other way
NF-kB neuron act = activators of NF-kB expression in neurons, primary screen, cell-based, HTS; human neuronal cells, NF-kB reporter expression; stronger effect = higher value; AID 1239, 2008; actives 1.6% (n = 190,000); fold change at 12.5 µM; in the data active = fold change above about 3.3
Hsp70 act = Hsp70 transcriptional activators, primary screen, cell-based, HeLa, Hsp70 promoter luciferase, luminescence, 10 µM; HeLa Hsp70 promoter luciferase reporter; scaled: vehicle 0, proteasome-inhibitor control 100%; activation, % at 10 µM; actives 0.04% (n = 200,000);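 active = activation above the mean across all tested compounds plus 3 SD, cutoff set per campaign, cut at about 5.5% in these data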;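 also: 100% = MG132 at 30 µM as the positive control and 0% = DMSO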
STAT1 act = STAT1 signaling activators, primary screen, cell-based, HTS, luciferase reporter. NIH 3T3 STAT1-luciferase reporter, IFN-gamma, luminescence; 100% = IFN-gamma alone, no compound. activation (% of control), % at 5.5 µM. actives 2.6% (n = 200,000). AID 932, 2007;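 active = activation above the screen-wide mean activation plus 3 SD, cut at about 130% in these data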;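 also: raw ratio to IFN-gamma control signal so 100% means no change and 0% no light; values of inactives mirror those of a sister screen read the other way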
STAT1 inh = STAT1 signaling inhibitors, primary screen, cell-based, HTS, luciferase reporter; NIH 3T3 STAT1-luciferase reporter, IFN-gamma, luminescence; inhibition, % at 5.5 µM; actives 0.35% (n = 200,000);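 active = inhibition above a set limit, the mean inhibition across all tested compounds plus 3 SD, cut at about 34% in these data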;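 also: 0% = IFN-gamma with DMSO and 100% = IFN-gamma with 300 µM nifuroxazide; values of inactives mirror those of a sister screen read the other way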
STAT3 act = IL-6 driven STAT3 reporter potentiators, primary screen, U3A cells, luciferase, luminescence, MLSCN library; IL-6 STAT3-luciferase reporter; 100% = signal with IL-6 EC80 alone; activation (% of control), % at 5.6 µM; actives 0.91% (n = 190,000); AID 871, 2007;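 active = activation above the screen-wide mean of compound activation plus 3 SD, cut at about 130% in these data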;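 also: 0% = background luminescence of wells with medium and substrate only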
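Material: STAT3-luciferase reporter U3A cells; Probe or stimulus: IL-6 (33 ng/mL); Incubation: compound pre-incubation 1 h before IL-6, then 6 h stimulation at 37 °C; Technique: luminescence from STAT3-driven luciferase reporter; Evaluation: % activation versus median of IL-6-stimulated wells; Controls: IL-6-only high control.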
APP 5'UTR act = activators of APP 5'UTR luciferase reporter, primary screen, SH-SY5Y cells; SH-SY5Y APP 5'UTR luciferase reporter, luminescence; zero percent = DMSO vehicle wells; actives 1% (n = 190,000); AID 1276, 2008; activation, % at 2 µM;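 active = activation above a set limit, based on mean plus 3 SD of controls, cut at about 140% in these data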; also: values of inactives mirror those of a sister screen read the other way
STAT3 inh = IL-6 driven STAT3 reporter inhibitors, primary screen, U3A cells, luciferase, luminescence, MLSCN library; inhibition, % at 5.5 µM; actives 0.89% (n = 190,000); IL-6 STAT3-luciferase reporter; host cell line lacks STAT1;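 active = inhibition above the mean inhibition across all screened compounds plus 3 SD, cut at about 44% in these data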;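 also: 0% = DMSO only wells and 100% = 100 µM nifuroxazide control wells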
* hit, by the source's call; . = no result given.

Values in the order – RAM network inh	FLuc inhib CS	APP transl inh	NF-kB neuron act	Hsp70 act	STAT1 act	STAT1 inh	STAT3 act	APP 5'UTR act	STAT3 inh
#1 Cc1ccc(SCCNC(=O)/C=C/c2ccccc2Cl)cc1
→ 5.7	2	-3	1.3	-0.3	92	9	95	3	17
#2 Cc1cccc(-n2nnc(C(=O)NCc3ccc4c(c3)OCO4)c2N)c1
→ 2.7	-10	-10	1.7	-0.3	97	3	96	10	8
#3 CCc1ccc(C(=O)CN2CCSC2=N)cc1
→ 3.7	63*	-86	7.9*	-0.1	159*	-63	90	85	11
#4 CSC(=NC1CCCCC1)NS(=O)(=O)c1ccccc1
→ 1.8	-3	-10	1.1	-0.4	101	0	93	10	15
#5 O=C(NC(=S)Nc1ccc(S(=O)(=O)N2CCCCC2)cc1)c1ccc(Cl)cc1
→ 3.2	0	11	1.2	-0.4	95	6	85	-11	19
#6 COc1ccc(NC(=O)CN(c2ccccc2)S(=O)(=O)N(C)C)cc1OC
→ 0.5	-5	-6	1.2	-0.2	96	4	100	6	4
#7 Fc1ccc(-n2c(-c3ccco3)nc3nc4ccccc4nc32)cc1
→ 4.3	-10	-8	1.3	-0.3	101	-1	100	8	10
#8 Cc1nnc(SCC2=C(C(=O)O)N3C(=O)C(NC(=O)C(C)n4nc(C(F)(F)F)cc4C)C3SC2)s1 (configuration not stated)
→ 0.2	-2	-17	1.1	-0.3	104	-5	97	17	5
#9 CC1CCCC(C)N1C(=O)Cn1c(SCC(=O)Nc2ccc3c(c2)OCO3)nc2ccccc21 (configuration not stated)
→ 5.8	-6	8	1	0.2	93	7	93	-8	11
#10 Cc1ccc(NC2=NC(C(=O)Nc3ccc(C)c(C)c3)CC(=O)N2)cc1 (configuration not stated)
→ 1.3	-2	-13	1	-0.1	100	0	102	13	2

Profiles as entered above. Screens in order: RAM network inh, FLuc inhib CS, APP transl inh, NF-kB neuron act, Hsp70 act, STAT1 act, STAT1 inh, STAT3 act, APP 5'UTR act, STAT3 inh
Profile of `CC1CCCC(C)N1C(=O)Cn1c(SCC(=O)Nc2ccc3c(c2)OCO3)nc2ccccc21` (configuration not stated) → 5.8, -6, 8, 1, 0.2, 93, 7, 93, -8, 11
Profile of `Cc1cccc(-n2nnc(C(=O)NCc3ccc4c(c3)OCO4)c2N)c1` → 2.7, -10, -10, 1.7, -0.3, 97, 3, 96, 10, 8
Profile of `Cc1ccc(SCCNC(=O)/C=C/c2ccccc2Cl)cc1` → 5.7, 2, -3, 1.3, -0.3, 92, 9, 95, 3, 17
Profile of `Cc1ccc(NC2=NC(C(=O)Nc3ccc(C)c(C)c3)CC(=O)N2)cc1` (configuration not stated) → 1.3, -2, -13, 1, -0.1, 100, 0, 102, 13, 2
Profile of `COc1ccc(NC(=O)CN(c2ccccc2)S(=O)(=O)N(C)C)cc1OC` → 0.5, -5, -6, 1.2, -0.2, 96, 4, 100, 6, 4

Other records.
Values in the order – RAM network inh	FLuc inhib CS	APP transl inh	NF-kB neuron act	Hsp70 act	STAT1 act	STAT1 inh	STAT3 act	APP 5'UTR act	STAT3 inh
#11 COc1ccc(C2=NOC(C(=O)NCc3ccco3)C2)cc1 (configuration not stated)
→ 2.2	-3	25	1.5	0.3	102	-2	105	-25	-9
#12 CC(C)CNC(=O)CC1Nc2ccccc2NC1=O (configuration not stated)
→ 2.7	-7	-9	1.1	-0.5	108	-12	89	9	18
#13 O=C(N/N=C/c1ccncc1)c1cccc([N+](=O)[O-])c1
→ 1.5	2	-16	1.2	-0.3	106	-6	77	16	28
#14 COc1cc(/C=N/Nc2nc(N3CCCC3)nc(N3CCCC3)n2)ccc1O
→ 0.4	-2	0	0.56	-0.2	100	0	96	-1	9
#15 Cn1c2c(c(=O)[nH]c1=O)C(NC(=O)c1ccco1)(C(F)(F)F)C(=O)N2 (configuration not stated)
→ -1.0	-9	7	1.1	-0.2	104	-4	106	-7	-2
#16 CC(O)Cn1nc([N+](=O)[O-])nc1N (configuration not stated)
→ 1.0	-11	14	1	0.1	100	-2	104	-14	-3
#17 CCOC(=O)CC1C(=O)NCCN1S(=O)(=O)c1ccc(C)cc1 (configuration not stated)
→ 0.4	-4	17	0.99	-0.1	84	17	94	-17	10
#18 O=C(Cn1c(=O)oc2cc(S(=O)(=O)N3CCOCC3)ccc21)N1CCc2ccccc2C1
→ 0.8	-6	-10	0.96	-0.2	93	7	106	10	2
#19 Cc1ccc(Cc2cnc(N3C(=N)SC(c4ccccc4)C3=O)s2)cc1 (configuration not stated)
→ 1.7	-4	2	1.1	0.1	107	-8	99	-2	1
#20 CCOC(=O)n1c(=O)n(Cc2ccccc2)c2ccccc21
→ -0.7	-3	-1	0.85	-0.1	99	1	103	1	2
#21 N=c1n(CC(=O)O)c2ccccc2n1Cc1ccccc1Cl
→ 3.0	-6	4	1.1	-0.5	101	-1	100	-4	1
#22 O=C(O)CCCN1C(=O)C(=O)/C(=C(/O)c2ccccc2)C1/C=C/c1ccccc1 (configuration not stated)
→ 4.7	-6	-8	1.1	-0.4	94	5	101	8	0
#23 O=C(CSc1nnc(Cn2c(=O)sc3ccccc32)n1-c1ccccc1)N1CCOCC1
→ 0.2	-4	-2	1.2	-0.1	96	5	105	2	-1
#24 CCOC(=O)c1[nH]c2ccc(C)cc2c1N=CN(CC)CC
→ 0.3	0	-9	1.1	-0.2	90	10	107	9	-5
#25 CCC(=NCCc1c(C)[nH]c2ccc(C)cc12)C1=C(O)CC(c2ccccc2)CC1=O (configuration not stated)
→ 4.4	-8	95*	0.97	-0.1	108	-9	109	-95	-10
#26 N#Cc1ccc(CSc2nnc(-c3c[nH]c4ccccc34)n2-c2ccccc2)cc1
→ 12*	-6	12	0.84	-0.3	90	11	89	-12	15
#27 O=C(NCC(=O)N(CC1CCCO1)C(C(=O)NC1CCCCC1)c1ccc(F)cc1)c1ccco1 (configuration not stated)
→ 0.1	-4	-13	0.92	0.3	97	3	101	13	3
#28 COCCn1nnnc1CN1CCN2CCCC2C1 (configuration not stated)
→ 1.5	-3	8	1.4	-0.3	105	-5	102	-8	1
#29 CS(=O)(=O)N1CCN(c2ccc(NC(=S)NC(=O)c3cccs3)cc2)CC1
→ 6.0	4	-14	1.2	0.1	100	-1	95	14	10
#30 Cc1c(CNC(=O)c2nn3c(c2Cl)NC(c2ccccc2)CC3C(F)(F)F)cnn1C (configuration not stated)
→ 3.8	-12	1	1	-0.2	79	23	82	-1	25

#31 C=CCn1c(SCc2c(C)noc2C)nc2sc3c(c2c1=O)CCCCC3
#32 C=CCN(c1ccc(C(=O)Nc2cccc(C)c2)cc1)S(C)(=O)=O
#33 O=C(c1ccc(S(=O)(=O)N2CCOCC2)cc1)N1CCN(c2ccccn2)CC1
#34 COc1ccc(/C=C/C(=O)NCCc2ccc(OC)c(OC)c2)cc1
#35 O=c1c2c(-c3cccs3)csc2ncn1-c1ccccc1
#36 CN(C(=O)Nc1ccc(Cl)cc1Cl)[C@H]1c2cc(Br)ccc2OC[C@H]1CO
#37 COc1ccc(CC(=O)c2ccc(OC)c(OC)c2)cc1
#38 COc1ccc(/C=N/Nc2nc3ccccc3s2)cc1O
#39 O=C(COc1ccc(Cl)cc1)Nc1ccc2c(c1)CCC2
#40 COc1ccc(NC(=O)N2CCCCCC2)cc1
#41 O=C1C2C3C=CC([C@@H]2C(=O)N1C1CC1)[C@H]1C(=O)N(C2CC2)C(=O)C31 (some centres not stated)
#42 COc1ncccc1-c1nnn(-c2ccc(C)cc2)n1
#43 CCOC(=O)c1sc(NC(=O)CCCn2nc([N+](=O)[O-])cc2C)c(C(=O)OCC)c1C

| screen / no. | 31 | 32 | 33 | 34 | 35 | 36 | 37 | 38 | 39 | 40 | 41 | 42 | 43 |
| --- | --- | --- | --- | --- | --- | --- | --- | --- | --- | --- | --- | --- | --- |
| RAM network inh | 6.6 | -0.1 | -0.4 | 2.1 | 1.0 | 1.2 | -0.5 | -1.6 | 0.1 | -0.1 | 0.5 | -1.2 | 13* |
| FLuc inhib CS | -9 | 3 | 12 | -6 | 0 | -1 | 1 | 83* | 4 | 4 | -5 | 66* | -7 |
| APP transl inh | 0 | -27 | 9 | -1 | 9 | . | -4 | -136 | -28 | -9 | -2 | -98 | 2 |
| NF-kB neuron act | 1.1 | 1.4 | 1.1 | 1.2 | 1.1 | 0.96 | 1.2 | 4.6* | 1.2 | 1.5 | 1 | 3.7* | 0.73 |
| Hsp70 act | -0.1 | 0.2 | -0.1 | -0.3 | 0.2 | -0.2 | -0.3 | 0.0 | -0.4 | -0.5 | -0.3 | -0.1 | -0.3 |
| STAT1 act | 100 | 113 | 99 | 85 | 103 | 99 | 104 | 121 | 89 | 117 | 99 | 152* | 98 |
| STAT1 inh | -1 | -15 | 0 | 16 | -3 | 1 | -2 | -23 | 12 | -22 | 1 | -54 | 2 |
| STAT3 act | 86 | 100 | 103 | 99 | 115 | 91 | 102 | 51 | 97 | 105 | 102 | . | 100 |
| APP 5'UTR act | -1 | 27 | -9 | 1 | -9 | . | 4 | 136* | 29 | 9 | 2 | 98 | -2 |
| STAT3 inh | 19 | 12 | 8 | 0 | -15 | 17 | -4 | 60* | 6 | -1 | 1 | . | -2 |

Assay outcomes from PubChem BioAssay.

Hits appear at their usual frequency, and some 7.7% of all compounds hit somewhere here.
